Screens as filed in PubChem.
USP10 inh = inhibitors of human USP10 deubiquitinase; inhibition, % at 20 µM; Q14694; 1.1% of 47,000 active; purified USP10, Ub-rhodamine fluorescence, 60 min
UCHL1 inh = blocks human UCHL1 ubiquitin-rhodamine cleavage. purified UCHL1, Ub-rhodamine cleavage fluorescence. inhibition, % at 20 µM. 0.2% of 47,000 active. P09936
USP17 inh = human USP17-like deubiquitinase inhibition; A8MUK1; inhibition, % at 50 µM; 6.5% of 47,000 active; purified USP17, Ub-rhodamine cleavage fluorescence, 3 h
Target sequence (A8MUK1 whole entry, looked up): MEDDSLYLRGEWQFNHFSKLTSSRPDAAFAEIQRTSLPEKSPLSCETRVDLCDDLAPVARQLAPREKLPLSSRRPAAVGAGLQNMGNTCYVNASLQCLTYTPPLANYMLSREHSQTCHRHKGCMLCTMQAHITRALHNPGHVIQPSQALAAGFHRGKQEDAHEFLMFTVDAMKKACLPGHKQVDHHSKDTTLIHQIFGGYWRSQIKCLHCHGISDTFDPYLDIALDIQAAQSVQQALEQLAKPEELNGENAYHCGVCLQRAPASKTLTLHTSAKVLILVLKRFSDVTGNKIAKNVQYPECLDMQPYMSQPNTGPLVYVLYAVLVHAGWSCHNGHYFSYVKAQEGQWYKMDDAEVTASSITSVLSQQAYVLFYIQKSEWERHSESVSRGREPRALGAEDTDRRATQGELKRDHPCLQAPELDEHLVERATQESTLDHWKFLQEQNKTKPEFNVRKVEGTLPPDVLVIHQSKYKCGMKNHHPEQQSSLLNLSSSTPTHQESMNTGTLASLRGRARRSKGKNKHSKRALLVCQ
USP7 block = human USP7 deubiquitinase inhibition; purified USP7, Ub-rhodamine cleavage fluorescence; inhibition, % at 20 µM; 0.3% of 47,000 active; AID 1645854
USP28 inh = human USP28 deubiquitinase inhibition. inhibition, % at 25 µM. purified USP28, Ub-rhodamine cleavage fluorescence, 30 min. Q96RU2. 3% of 47,000 active
USP30 inh = blocks human USP30 ubiquitin-rhodamine cleavage; Q70CQ3; purified USP30, Ub-rhodamine cleavage fluorescence; inhibition, % at 25 µM; 5.3% of 47,000 active; AID 1645860
USP8 inh = human USP8 deubiquitinase inhibition; P40818; purified USP8, Ub-rhodamine cleavage fluorescence, 30 min; inhibition, % at 20 µM; 4.2% of 47,000 active; AID 1645853
OTUD3 block = human OTUD3 deubiquitinase inhibition; purified OTUD3, Ub-rhodamine fluorescence, 2 h; inhibition, % at 25 µM; 0.7% of 47,000 active; AID 1645858
Target sequence (Q5T2D3 whole entry, looked up): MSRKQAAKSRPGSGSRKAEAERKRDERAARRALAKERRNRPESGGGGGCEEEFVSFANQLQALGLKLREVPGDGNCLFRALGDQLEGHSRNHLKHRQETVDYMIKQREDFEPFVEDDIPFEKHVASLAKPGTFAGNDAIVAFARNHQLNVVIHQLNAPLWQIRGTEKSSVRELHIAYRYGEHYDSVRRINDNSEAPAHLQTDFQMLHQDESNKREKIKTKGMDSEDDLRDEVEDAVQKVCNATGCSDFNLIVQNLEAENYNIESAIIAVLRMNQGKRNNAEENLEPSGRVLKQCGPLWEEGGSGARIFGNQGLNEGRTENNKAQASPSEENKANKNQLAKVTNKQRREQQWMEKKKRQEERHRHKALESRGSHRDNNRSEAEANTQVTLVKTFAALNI
The depositor's hits bear a star; i = inactive; · = not tested or not shown. Rule as the data show it: active = inhibition above about 30%; inactive = the rest. No enrichment for hits; any-hit rate near 13%.

| USP10 inh | UCHL1 inh | USP17 inh | USP7 block | USP28 inh | molecule | USP30 inh | USP8 inh | OTUD3 block |
| --- | --- | --- | --- | --- | --- | --- | --- | --- |
| 1 | 0 | 0 | -5 | -5 | Cc1ccc(-c2c3c(=O)n(C)c(=O)n(C)c3cn2C(C)C)cc1 | -3 | -7 | -1 |
| -2 | -5 | -8 | -31 | 43* | O=c1ccc(-c2noc(CCC3CCCC3)n2)c[nH]1 | -1 | -2 | -2 |
| -2 | -2 | -7 | 2 | -17 | CNc1cncc(C2CCCN2C(=O)C(C)(C)n2cncn2)n1 (stereo not given) | -26 | 0 | -10 |
| 23 | 2 | 11 | 4 | 26 | COc1ccc(CC(=O)N2CCN(c3ccc(-n4cccn4)nn3)CC2)cc1 | 34* | 22 | 2 |
| 1 | -1 | 3 | 3 | 3 | NC(=O)c1cc(CC2CCCN(C(=O)c3cc(F)cc(F)c3)CC2)ncn1 (stereo not given) | 8 | -10 | 4 |
| 3 | 0 | -2 | 1 | -4 | COC(=O)c1ccc2c(=O)[nH]c(CN3CCCC3)nc2c1 | 0 | -7 | 0 |
| 3 | 0 | 0 | -4 | 0 | COC(=O)c1sc(OC)cc1OC(=O)c1cccs1 | 4 | -1 | 9 |
| -4 | -1 | 4 | 0 | -15 | COC(=O)c1ccc2c(=O)n(CCCC(=O)N3CCN(c4ccccc4)CC3)c(=O)[nH]c2c1 | -48 | -16 | 0 |
| -2 | -1 | -59 | -7 | -6 | O=C(Cc1ccc(Cl)cc1)NCC(c1ccc2c(c1)OCO2)N1CCCC1 (stereo not given) | -2 | -1 | -6 |
| -1 | 5 | 65* | 4 | 22 | O=C(/C=C/c1ccc2c(c1)OCO2)Nc1nc2c(s1)COCC2 | 23 | -1 | 3 |
| -1 | 0 | 1 | -5 | -2 | CCOC(=O)N1C[C@@H](C(N)=O)[C@@H]2Oc3ccccc3[C@@H]21 | 0 | -3 | -1 |
| 12 | -1 | 2 | 4 | -9 | CC(=O)c1cccc(NC2=NS(=O)(=O)C(c3ccc(F)cc3)=C2C)c1 | 0 | 9 | -3 |
| -2 | -2 | -7 | -1 | 0 | COc1cccc(C(=O)Nc2ccc3c(c2)N(C(C)=O)CCC3)c1 | -48 | 20 | -9 |
| 0 | 1 | -8 | 2 | 5 | N#Cc1cccc(NC2COC3(CCN(C(=O)c4cccnc4)C3)C2)c1 (stereo not given) | 18 | -121 | 10 |
| 2 | 1 | 5 | -1 | 0 | Cc1cccc(NC(=O)CSc2nc3c(c(=O)n2Cc2ccccc2)SC(C)C3)c1 (stereo not given) | 21 | 1 | 2 |
| 3 | 3 | · | 2 | 0 | Cc1cccc(C)c1NC(=O)C(C)n1c(C)nc2onc(C)c2c1=O (stereo not given) | 43* | 8 | -6 |
| 5 | 2 | 2 | 3 | 6 | O=C1N[C@@H]2CN(C(=O)Nc3ccc(Cl)cc3)CC[C@H]2CO1 | 14 | -53 | -2 |
| 2 | 1 | 41* | 3 | 5 | CCOc1ccccc1NC(=O)Cn1c(=O)n(CCC(=O)NC2CCCC2)c(=O)c2ccccc21 | 8 | 26 | 17 |
| 7 | 2 | 18 | 3 | 15 | Cc1nc(-c2cccs2)cc(-c2cccc(Cl)c2)c1C#N | 37* | 27 | 14 |
| 0 | 0 | -22 | -2 | -7 | O=S(=O)(Nc1ccccc1)c1ccc2nncn2c1 | -4 | -219 | 0 |

Part of the list above in order of molar mass, high to low:
| USP10 inh | UCHL1 inh | USP17 inh | USP7 block | USP28 inh | molecule | USP30 inh | USP8 inh | OTUD3 block |
| --- | --- | --- | --- | --- | --- | --- | --- | --- |
| 2 | 1 | 41* | 3 | 5 | CCOc1ccccc1NC(=O)Cn1c(=O)n(CCC(=O)NC2CCCC2)c(=O)c2ccccc21 | 8 | 26 | 17 |
| -4 | -1 | 4 | 0 | -15 | COC(=O)c1ccc2c(=O)n(CCCC(=O)N3CCN(c4ccccc4)CC3)c(=O)[nH]c2c1 | -48 | -16 | 0 |
| 2 | 1 | 5 | -1 | 0 | Cc1cccc(NC(=O)CSc2nc3c(c(=O)n2Cc2ccccc2)SC(C)C3)c1 (stereo not given) | 21 | 1 | 2 |
| -2 | -1 | -59 | -7 | -6 | O=C(Cc1ccc(Cl)cc1)NCC(c1ccc2c(c1)OCO2)N1CCCC1 (stereo not given) | -2 | -1 | -6 |
| 23 | 2 | 11 | 4 | 26 | COc1ccc(CC(=O)N2CCN(c3ccc(-n4cccn4)nn3)CC2)cc1 | 34* | 22 | 2 |
| 1 | -1 | 3 | 3 | 3 | NC(=O)c1cc(CC2CCCN(C(=O)c3cc(F)cc(F)c3)CC2)ncn1 (stereo not given) | 8 | -10 | 4 |
| 12 | -1 | 2 | 4 | -9 | CC(=O)c1cccc(NC2=NS(=O)(=O)C(c3ccc(F)cc3)=C2C)c1 | 0 | 9 | -3 |
| 3 | 3 | · | 2 | 0 | Cc1cccc(C)c1NC(=O)C(C)n1c(C)nc2onc(C)c2c1=O (stereo not given) | 43* | 8 | -6 |
| -2 | -2 | -7 | -1 | 0 | COc1cccc(C(=O)Nc2ccc3c(c2)N(C(C)=O)CCC3)c1 | -48 | 20 | -9 |
| 7 | 2 | 18 | 3 | 15 | Cc1nc(-c2cccs2)cc(-c2cccc(Cl)c2)c1C#N | 37* | 27 | 14 |
| 5 | 2 | 2 | 3 | 6 | O=C1N[C@@H]2CN(C(=O)Nc3ccc(Cl)cc3)CC[C@H]2CO1 | 14 | -53 | -2 |
| 3 | 0 | 0 | -4 | 0 | COC(=O)c1sc(OC)cc1OC(=O)c1cccs1 | 4 | -1 | 9 |
| 0 | 0 | -22 | -2 | -7 | O=S(=O)(Nc1ccccc1)c1ccc2nncn2c1 | -4 | -219 | 0 |

New compounds follow.
| USP10 inh | UCHL1 inh | USP17 inh | USP7 block | USP28 inh | molecule | USP30 inh | USP8 inh | OTUD3 block |
| --- | --- | --- | --- | --- | --- | --- | --- | --- |
| -5 | -11 | -52 | -4 | -109 | COC(=O)c1ccc(-c2nc3cnccn3c2Nc2c(C)cccc2C)cc1 | -357 | -52 | -88 |
| 8 | 7 | 17 | -80 | 9 | O=C(Cc1ccccc1)N1CCN(c2nc3ccc(Cl)cc3s2)CC1 | 33* | 16 | 16 |
| 4 | 1 | 9 | -24 | 6 | Cc1cccc(NC(=O)CSc2nnc(N)n2-c2ccccc2)c1 | 20 | 1 | 15 |
| -1 | 0 | -13 | -5 | -18 | O=C(Nc1c(C(=O)N2CCN(c3ccccc3)CC2)[nH]c2ccccc12)c1ccc(Cl)cc1 | 1 | -12 | -3 |
| 0 | -3 | -5 | -1 | -8 | O=C(CC1c2ncccc2C(=O)N1c1ccccc1)N1CCCCC1 (stereo not given) | 0 | 0 | -7 |
| 4 | 4 | 12 | 8 | 11 | C=C1C(=O)O[C@@H]2C[C@@]3(C)CCCC(=C)[C@@H]3C[C@H]12 | 23 | 3 | 22 |
| 1 | -4 | 2 | -5 | -3 | CCOC(=O)c1noc2ncnc(Nc3ccc(N4CCC(C)CC4)cc3)c12 | -2 | 50* | 3 |
| -4 | -13 | 2 | -6 | -27 | CC(C)C(NC(=O)c1ccccc1Br)C(=O)OCC(=O)c1c[nH]c2ccccc12 (stereo not given) | -114 | -30 | -27 |
| 1 | 0 | 1 | 0 | 10 | CNc1nc(C2CCN(S(=O)(=O)c3ccc(F)c(C)c3)C2)nc2c1CN(C(C)=O)CC2 (stereo not given) | 11 | 7 | 12 |
| 12 | 3 | 3 | 9 | 8 | COc1ccc(OCC(=O)Nc2cccc3ccc(C)nc23)cc1 | 9 | 4 | 9 |
| -6 | -1 | -21 | -7 | -186 | O=C(c1ccccc1)N1CCCC1c1nnn2cc(C3CC3)ccc12 (stereo not given) | -20 | -39 | -7 |
| -1 | 1 | -16 | -9 | -8 | CC(C)C(=O)N1CCCC(c2ccnc(Nc3cccc(F)c3)n2)C1 (stereo not given) | -37 | -2 | -7 |
| 2 | 0 | 0 | 1 | -4 | CC1(C)O[C@@H](C2CCNCC2)C2CC1C[C@H](O)[C@@]2(C)O (stereo not given in full) | 1 | -5 | 2 |
| 1 | 3 | -31 | -5 | -20 | COc1cccc(-c2cnc(C(O)c3c(C)ccc4ccccc34)[nH]2)c1 (stereo not given) | -61 | 0 | -9 |
| -2 | -1 | · | -5 | 47* | CC1=C(C(=O)N2CCCCC2)C(c2ccc(Br)cc2)n2ncnc2N1 (stereo not given) | -2 | -69 | 2 |
| 2 | 1 | -1 | -40 | -3 | NC(=O)c1ccccc1OCC(=O)Nc1cc(Cl)ccc1Oc1ccccc1 | 1 | -10 | 2 |
| 1 | 0 | -6 | 5 | 5 | CN(C(=O)CSc1nnc(-c2cccnc2)o1)c1ccccc1 | 2 | 9 | 1 |
| -4 | -6 | -35 | -4 | -20 | Cc1c([N+](=O)[O-])ccc2[nH]ncc12 | -76 | -124 | -15 |
| 2 | -1 | -12 | -11 | -5 | O=C(Nc1ccc(Cl)cc1)C1CCC(=O)N1Cc1cccs1 (stereo not given) | -8 | -1 | -6 |
| -1 | 0 | -11 | -6 | -1 | O=C(c1cnco1)N1CCCC(c2ncc(Cc3ccc(F)cc3)o2)C1 (stereo not given) | -16 | 0 | -9 |
| 1 | 3 | -1 | -10 | -1 | O=C1CC(c2ccc(F)cc2)Cc2nc(Nc3ccc(F)cc3)ncc21 (stereo not given) | -13 | 10 | 6 |
| -11 | -3 | -54 | -5 | -49 | COCCOc1cccc(CN2[C@H](Cc3ccccc3F)C[C@@H]3NC(=O)CCCC[C@H]32)c1 | -221 | -78 | -53 |
| -4 | 2 | 0 | 5 | 5 | CCOc1ccc(S(=O)(=O)N(C)c2ccc(OCC(=O)Nc3ccc(C(C)=O)cc3)cc2)cc1 | 5 | -39 | 6 |
| 1 | 2 | 14 | 6 | 8 | Cc1ccccc1C(=O)Nc1cc(=O)n(C)c(=O)n1C | 23 | 17 | 18 |
| 5 | 1 | -3 | -1 | -3 | COc1cccc2c1OCC(NS(=O)(=O)c1cc(C)ccc1C)C2 (stereo not given) | 1 | 5 | 82* |
| -2 | -1 | -19 | 5 | -18 | O=S1(=O)NC2(CCN(Cc3ccccn3)CC2)Nc2ccccc21 | -72 | 0 | -18 |
| 2 | 2 | 13 | 5 | 13 | Cc1[nH]nc(-n2cnnc2)c1NS(=O)(=O)c1ccc(C(C)C)cc1 | 22 | 4 | 13 |
| 4 | 5 | 17 | 5 | 10 | Cc1ccccc1C1CC(=O)c2c(C)nn(-c3ccccc3)c2C1 (stereo not given) | 22 | 15 | 12 |
| -7 | -55 | -156 | -60 | -243 | Cc1ccc(CN2CCN3Cc4ccccc4N(C(C)C)CC3C2)cc1 (stereo not given) | i | -203 | -180 |
| 0 | 0 | -1 | -1 | 4 | COc1cccc(CCN2C[C@H]3CCN(C(=O)c4cccnc4)CC[C@H]3S2(=O)=O)c1 | 1 | -20 | 2 |
| 6 | 3 | 8 | -16 | 18 | CCc1cccc(-n2nnnc2N2CCN(C(=O)Nc3cccc(OC)c3)CC2)c1 | 9 | 12 | 12 |
| 0 | 3 | 1 | · | · | Cc1cnnn1-c1ccc(C(=O)Nc2ccccc2Cl)cc1 | · | 0 | 0 |
| -2 | -1 | 0 | -2 | 2 | Cn1c(C2CCN(C(=O)Nc3cccc(F)c3)C2)nc2cccnc21 (stereo not given) | -17 | 12 | 3 |
| -4 | 1 | -19 | 3 | -1 | Cc1ncc(CN2CCc3nc4cc(-c5ccoc5C)[nH]n4c(=O)c3C2)cn1 | -58 | -98 | -2 |
| -7 | -9 | -120 | -9 | -125 | COc1ccc(CN2CCN3Cc4ccccc4N(C(C)C)CC3C2)cc1 (stereo not given) | i | -45 | -134 |
| -1 | 0 | 0 | 2 | -4 | COCCCN1CCCC12CCN(C(=O)c1ccc(C)cc1)CC2 | 0 | -41 | -1 |
| -3 | -2 | -8 | 1 | -11 | CN(C)C(=O)N1CCC2(CC1)CN(Cc1ccccc1)C(=O)CO2 | -5 | -19 | -3 |
| 1 | 0 | -1 | 2 | 2 | Cc1ccc2c(=O)cc(C(=O)NCC(c3ccco3)N3CCOCC3)oc2c1C (stereo not given) | 2 | 2 | 7 |
| 0 | -1 | -11 | 1 | -3 | COc1ccc(-n2c(C)nnc2-c2cnn(-c3ccccc3)c2N)cc1 | -1 | 1 | -4 |

Some of these compounds in order of SMILES length, ascending.
| USP10 inh | UCHL1 inh | USP17 inh | USP7 block | USP28 inh | molecule | USP30 inh | USP8 inh | OTUD3 block |
| --- | --- | --- | --- | --- | --- | --- | --- | --- |
| 5 | 1 | -3 | -1 | -3 | COc1cccc2c1OCC(NS(=O)(=O)c1cc(C)ccc1C)C2 (stereo not given) | 1 | 5 | 82* |
| -1 | 0 | 1 | -5 | -2 | CCOC(=O)N1C[C@@H](C(N)=O)[C@@H]2Oc3ccccc3[C@@H]21 | 0 | -3 | -1 |
| -4 | 2 | 0 | 5 | 5 | CCOc1ccc(S(=O)(=O)N(C)c2ccc(OCC(=O)Nc3ccc(C(C)=O)cc3)cc2)cc1 | 5 | -39 | 6 |
